Screens deposited in PubChem by National Center for Advancing Translational Sciences (NCATS).
PI4K2A inh: blocks human PI4K2A kinase activity. Q9BTU6. purified PI4K2A, ADP-Glo luminescence, 1 h; stronger effect = lower value. activity change, negative = inhibition, % at 76.9 µM. hit rate 0.13% among 420,000; in the data active = activity change below about -50%; inconclusive = mostly about -30% to -49%;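 note: -100% = wells without enzyme as full effect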
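Compounds are screened against recombinant PI4K2A using PI as substrate and ATP, the latter dispensed at 300 microM. Reactions run one hour at ambient temperature before ADP-Glo detection; full inhibition defined by wells lacking enzyme.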
USP1-UAF1 inh: blocks the human USP1/UAF1 deubiquitinase complex; hit rate 0.23% among 390,000; recombinant USP1/UAF1, Ub-Rhodamine cleavage fluorescence; Potency, µM (doses to about 57.1 µM), without a hit: top-dose activity change, negative = inhibition, most hits filed as inhibitors; note: potency is the fitted concentration of half-maximal effect; % is set by controls: 0 for no effect and ±100 for the full control effect; nearly all actives have a fitted effect of over 60% in size; inactives centre near -12
Target sequence (O94782 whole entry, looked up): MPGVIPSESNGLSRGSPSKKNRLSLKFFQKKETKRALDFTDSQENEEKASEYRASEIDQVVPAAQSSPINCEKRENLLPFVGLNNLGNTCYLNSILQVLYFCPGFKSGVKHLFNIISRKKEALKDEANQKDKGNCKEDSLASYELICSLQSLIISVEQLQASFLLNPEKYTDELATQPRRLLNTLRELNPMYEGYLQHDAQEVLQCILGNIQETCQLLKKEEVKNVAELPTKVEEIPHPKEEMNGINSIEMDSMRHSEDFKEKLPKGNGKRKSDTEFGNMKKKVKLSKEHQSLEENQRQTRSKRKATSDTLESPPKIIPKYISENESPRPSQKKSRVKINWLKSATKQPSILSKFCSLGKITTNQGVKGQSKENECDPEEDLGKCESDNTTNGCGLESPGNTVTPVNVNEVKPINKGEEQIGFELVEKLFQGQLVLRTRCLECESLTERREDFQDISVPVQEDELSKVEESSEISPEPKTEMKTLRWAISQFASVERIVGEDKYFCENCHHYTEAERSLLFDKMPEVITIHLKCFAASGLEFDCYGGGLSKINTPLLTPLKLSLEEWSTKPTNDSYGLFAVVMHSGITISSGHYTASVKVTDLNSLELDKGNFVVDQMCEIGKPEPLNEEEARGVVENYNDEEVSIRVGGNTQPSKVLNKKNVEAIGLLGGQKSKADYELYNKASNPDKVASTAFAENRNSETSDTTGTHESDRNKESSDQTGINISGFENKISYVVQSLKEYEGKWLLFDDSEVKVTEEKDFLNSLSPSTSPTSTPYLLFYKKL
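In this screen, compounds sit with the deubiquitinase complex (1nM) for 15 min at room temperature before Ub-Rho is added at 150nM final. Fluorescence rise is then followed for 6 reads every 60 seconds.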
mIDH1 inhibitor: inhibitors of human mutant IDH1 R132H. O75874. IDH1-R132H enzyme, NADPH consumption, diaphorase/resazurin fluorescence. Potency, µM (doses to about 76.6 µM), for inactives: at the highest dose activity change, negative = inhibition, usual class: inhibitors. hit rate 0.093% among 390,000. AID 602179; note: potency is the fitted concentration of half-maximal effect; % is set by controls: 0 for no effect and ±100 for the full control effect; nearly all actives have a fitted effect of over 65% in size
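IDH1-R132H (0.5 ug/mL) preincubated 30 min with compound, then NADPH (0.016 mM) and alpha-KG (2 mM) added; 80 min at RT, pH 7.5. Remaining NADPH coupled via diaphorase/resazurin to fluorescence (540/590 nm); concentration-response curves normalized to no-enzyme control.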
TrxR1 inh: inhibitors of rat thioredoxin reductase 1; O89049; recombinant rTrxR1, NADPH fluorescence consumption, selenite substrate; Potency, µM (series often up to 114 µM), without a hit: top-dose activity change, negative = inhibition, most hits filed as inhibitors; hit rate 1% among 390,000; AID 588453; note: potency is the fitted concentration of half-maximal effect; % is set by controls: 0 for no effect and ±100 for the full control effect; nearly all actives have a fitted effect of over 65% in size
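Rat TrxR1 (90 nM in the dispensed reagent) was pre-reduced with 400 uM NADPH for 5 min at room temperature, then incubated with compound for 15 min. After 400 uM selenite was added, NADPH fluorescence (Ex 340/Em 450 nm) was followed for 8 min.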
Tb PGK inh: inhibitors of T. brucei phosphoglycerate kinase; P07378; PGK/GAPDH coupled, Kinase-Glo luminescence, 60 min; Potency, µM (titrated, usually from 57.5 µM), without a hit: at the highest dose activity change, negative = inhibition, most hits filed as inhibitors; hit rate 0.043% among 380,000; AID 602233; note: potency is the fitted concentration of half-maximal effect; % is set by controls: 0 for no effect and ±100 for the full control effect; nearly all actives have a fitted effect of over 60% in size
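Recombinant glycosomal PGK reaction used 1,3-bisphosphoglycerate generated in-well by GAPDH (100nM final) in 100mM TEA pH 7.6, 5mM MgCl2, 0.01% Tween-20. After 60 minutes at room temperature, ATP was read by Kinase-Glo Plus luminescence end-point.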
HP1b chromo inh: inhibitors of HP1-beta chromodomain binding to methylated histone tails. P83916. AlphaScreen HP1-beta / biotin-H3K9me3 peptide binding. Potency, µM (highest dose often 114 µM), without a hit: at the top dose activity change, negative = inhibition, hits mostly inhibitors. hit rate 0.56% among 390,000; note: potency is the fitted concentration of half-maximal effect; nearly all actives have a fitted effect of over 70% in size; inactives centre near 23
Target sequence (P83916 whole entry, looked up): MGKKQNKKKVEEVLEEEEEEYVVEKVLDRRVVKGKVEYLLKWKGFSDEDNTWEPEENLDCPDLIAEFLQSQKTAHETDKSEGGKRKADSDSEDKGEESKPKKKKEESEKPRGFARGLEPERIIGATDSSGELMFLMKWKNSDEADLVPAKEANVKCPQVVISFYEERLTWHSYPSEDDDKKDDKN
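AlphaScreen: HP1-beta (50 nM) preformed 30 min with biotin-H3(1-18)K9me3 peptide (50 nM) in PBS pH 7.4, 0.01% Tween-20. Compound added for 30 min at RT, then streptavidin donor/nickel chelate acceptor beads (10 ug/mL) for 30 min.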
Pin1 inhibitor: blocks the human prolyl isomerase Pin1; Q13526; Pin1 FP peptide displacement, HiFluor488, 10 min; Potency, µM (top dose mostly 115 µM), without a hit: top-dose activity, negative = inhibition, usual class: inhibitors; hit rate 0.009% among 390,000; AID 504891; active = well fitted inhibition curve with a large enough effect in the polarisation, with a control signal flat, not every such curve was filed as active; inconclusive = small, poorly fitted or top-dose-only effect, or effect the other way, or a change in a side signal; inactive = no such curve, though single readings can be large or run the other way; the % refers to the polarisation; note: potency is the fitted concentration of half-maximal effect; % is set by controls: 0 for no effect and ±100 for the full control effect
GLS inhibitor: blocks human kidney-isoform glutaminase activity; O94925; GLS enzymatic activity, qHTS titration; Potency, µM (doses to about 45.5 µM), for the others: at the highest dose activity change, negative = inhibition, hits mostly inhibitors; hit rate 0.21% among 410,000; AID 624170; note: potency is the fitted concentration of half-maximal effect; % is set by controls: 0 for no effect and ±100 for the full control effect
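Two-point fluorescence kinetic (t0, 30 min RT) for hKGA; glutamate detected via glutamate oxidase–HRP–Amplex Red. Substrate: 1 mM L-glutamine solution; buffer 45 mM KH2PO4, pH 8.2.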
TrxR1 substrate: substrates of rat thioredoxin reductase 1 | purified TrxR1 substrate turnover, NADPH consumption readout | Potency, µM (top dose mostly 114 µM), for the others: at the highest dose activity change, negative = substrate turnover | hit rate 0.01% among 390,000; note: potency is the fitted concentration of half-maximal effect; % is set by controls: 0 for no effect and ±100 for the full control effect; nearly all actives have a fitted effect of over 50% in size
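Rat TrxR1, dispensed at 90 nM, was prereduced with 400 uM NADPH (final) for 5 min at ~22 deg C, then incubated with compound 15 min before 400 uM selenite. A first-read NADPH fluorescence drop versus no-compound background flagged substrates.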
Numbers without * were called inactive; i = inactive; ? = inconclusive; . = not tested or not shown; & = joins results of further samples; [ ] = another dose, or the depositor's remark. Unless noted, calls come from the whole dose curve; as a rule, active = well fitted curve in the direction sought with a large enough effect; inconclusive = small, poorly fitted or top-dose-only effect, or another doubt; inactive = no such curve, though single readings can be large; an effect the other way counts as inactive or inconclusive. These rows are one share of the data. The share of hits here may be higher or lower than overall.

SMILES | PI4K2A inh | USP1-UAF1 inh | mIDH1 inhibitor | TrxR1 inh | Tb PGK inh | HP1b chromo inh | Pin1 inhibitor | GLS inhibitor | TrxR1 substrate
CCc1ccc(N(C)S(=O)(=O)c2ccc3[nH]cc(C(=O)NCCN4CCOCC4)c(=O)c3c2)cc1 | 7 | -12% | 3% | 6%[57.1 µM] | i | 25% | 0% | 3% | -2%[57.1 µM]
Clc1ccc2c(N3CCCC3)ccnc2c1 | -3 | -4% | -1% | -13% | 1% | 38%[activator] | 3% | 2% | -9%
Cc1cc(C(=O)c2cccs2)c(N)s1 | 2 | -27% | -5% | -24% | -7%[11.5 µM] | ? | 48%[activator] | 4% | 1%
Cc1ccc(-c2nnc(SCC(=O)Nc3ccccc3F)o2)cc1 | 0 | -6% | -5% | 12%[57.1 µM] | -4% | 44%[activator] | 1% | -7% | 6%
COCc1cc(CNC(=O)C2CCC(=O)N(Cc3ccccc3OC)C2)[nH]n1 (centres undefined) | -2 | -4% | -7% | -7% | 8% | 39%[activator] | -1% | 4% | -6%
O=C(NNC(=O)C1CCN(S(=O)(=O)c2ccc(Cl)cc2)CC1)c1ccccc1O | -3 | -19% | 2% | 12% | -12% | 53%[activator] | 12% | 14% | 9%
O=C(CSCc1ccccc1Cl)Nc1c[nH]c(=O)[nH]c1=O | 0 | -18% | 3% | -8% | -10% | 24% | 2% | -1% | -9%
CCOC(=O)CNC(=O)N(CCOC)CC1CCCN(C2Cc3ccccc3C2)C1 (centres undefined) | -1 | -12% | -3% | 12% | i | 26% | 4% | -4% | -3%
CCOC(=O)CCc1c(C)nc(SCc2ccc(C(=O)O)cc2)c(C#N)c1C | -9 | -2% | 2% | 13% | -9% | 43%[activator] | -2% | 2% | -1%
Cc1nc2c3cc(F)ccc3n(Cc3ccc(F)cc3)c2s1 | -4 | -15% | -7% | 7% | -8% | 41%[activator] | -6% | 0% | -6%
CCN(CC(=O)Nc1c(F)cccc1F)C(=O)Cc1ccsc1 | 0 | 3% | 1% | 4% | -4% | 17% | -3% | 2% | 1%
COc1cccc(-n2c(CN3CCN(c4ccccn4)CC3)nc3ccc([N+](=O)[O-])cc3c2=O)c1 | 3 | -19% | -7% | 2% | i | -7%[57 µM] | -2% | -20% | -9%
COc1ccc(NC(=O)CSCC(=O)Nc2ccccc2N2CCCCC2)cc1 | -3 | -18% | 8% | 20%[57.1 µM] | -2% | 74%[activator] | 49%[activator] | 7% | 7%[57.1 µM]
COc1ccc(N(C)C(=O)c2oc(=O)c3ccccc3c2-c2ccc(C)cc2)c(OC)c1 | 2&3 | -8%&-27% | -14%&-1% | 2%&28% | 9%&-1% | 15%&-5% | 1%&40% | 5%&-12% | -5%&1%
COc1ccc(/C=N/NC(=O)CNC(=O)c2ccc3c(c2)OCCO3)c(C(=O)O)c1OC | -4 | -30% | -3% | 1% | -10% | 31% | 0% | -3% | -4%
O=C(NCc1cccc(Cl)c1)C1=CC=CN2CCS(=O)(=O)N=C12 | -1 | -24% | 6% | -14% | i | 44%[activator] | 4% | -2% | 56%[activator]
O=C(CN(c1cccc(C(F)(F)F)c1)S(=O)(=O)c1ccc(Cl)c([N+](=O)[O-])c1)NCc1ccc(F)cc1 | 7 | -13% | -2% | ? | 9% | 1% | 3% | 0% | 2%
FC(F)(F)c1cc(-c2ccccc2)nc(N2CCCCCC2)n1 | 0 | -18% | 6% | 17%[57.1 µM] | -6% | 334% | 2% | -6% | 7%
Cc1ccc(C(=O)c2no[n+]([O-])c2C(=O)c2ccc(C)cc2)cc1 | 0 | -22% | 8% | 0.89µM* | -7% | -13% | . | 0% | -3%
COc1ccc(N2C(=O)C3CCCN3C2c2ccccc2)cc1Cl (centres undefined) | 6 | -18% | -4% | 6% | -4% | 5% | 0% | -11% | 1%
COC(=O)[C@]1(C)N[C@H](CN(C)S(=O)(=O)c2ccc(C)cc2)[C@@H]2C(=O)N(C)C(=O)[C@@H]21 | -4 | -13% | -1% | 7% | 3% | 20% | -1% | -1% | 6%
CC(=O)Nc1ccccc1-c1nc2ccccc2n(C(C)C(=O)Nc2cccc(C)c2C)c1=O (centres undefined) | -2 | -11% | -14% | 5% | -6% | 37% | 4% | -10% | 11%
C#CCOCCOCCOCCNc1nc(N2CCN(C(=O)Cn3cc(CCCCN)nn3)CC2)nc(N2CCN(C(=O)[C@H](Cc3ccc(O)cc3)n3cc(CCO)nn3)CC2)n1 | -2 | -28% | -3%[38.3 µM] | 20%[2.29 µM] | 5% | 37% | -3% | 7% | 4%
Cc1ccc(C)c(N2CCN(C(=O)c3cc4c(=O)n(Cc5cccnc5)ccc4nc3C)CC2)c1 | 0 | 2% | 0% | 18%[57.1 µM] | -1% | 48%[activator] | -4% | -5% | 2%[57.1 µM]
CC(/C=C/c1ccccc1F)=N\NC(=O)c1ccccc1 | -12 | -12% | 0% | -9%[57.1 µM] | 7% | 18% | 5% | 4% | 2%[57.1 µM]
C#CCOCCOCCOCCNc1nc(N2CCN(C(=O)[C@H](CO)n3cc([C@@H](N)C(C)C)nn3)CC2)nc(N2CCN(C(=O)[C@H](CCC(=O)O)n3cc([C@@H](N)CCCCN)nn3)CC2)n1 | 1 | -19% | 9% | ? | -2% | 43%[activator] | -5% | 2% | 3%
O=C(O)c1cccc(C(=O)c2cccc3ccccc23)c1 | -21 | -6% | -4% | 15% | 8% | 21% | -4% | 7% | 3%
O=C(NCc1cccnc1)C(=O)C1C(=O)Nc2ccccc21 (centres undefined) | 1 | 0% | -10% | -18% | 2% | 10% | 4% | 20% | -12%
CCCCCc1cc(=O)oc2c(C(CCN3CCCC(C)C3)c3cc(OC)c(OC)c(OC)c3)c(OC)cc(OC)c12 (centres undefined) | 1 | -20% | -4%[38.3 µM] | -15% | 2% | 6% | ? | -13% | -11%
COc1cccc(NC(=O)NC2CCN(Cc3nnnn3Cc3ccc(F)cc3)CC2)c1 | -4 | -13% | 2% | -8% | -6% | 12% | 6% | -3% | 0%
Cc1cccc(CN2CCN(Cc3cccc4nonc34)CC2CCO)n1 (centres undefined) | -1 | -22% | 1% | 2%[57.1 µM] | i | -5% | 2% | 9% | -3%[57.1 µM]
CCOc1ccccc1NC(=O)/C=C/C(N)=O | -3 | -3% | 0% | 25µM* | 3% | 6% | -1% | 21% | 10%
COc1cccc(-c2nc3ccc(C(=O)NC(C)Cc4cccnc4)cc3o2)c1 (centres undefined) | -5 | 0% | 1% | 37%[11.4 µM] | -7% | 17% | 4% | 0% | 42%[activator]
CCCCC(=O)N(c1ccc(OCC)cc1)C1C=CS(=O)(=O)C1 (centres undefined) | -1 | -17% | -1% | 20% | 1% | 27% | -1% | -2% | 6%
Clc1ccc(-c2nnc(-c3ccccc3)o2)c(Cl)c1 | 0 | -14% | 9% | 8% | -10% | 29% | -6% | -3% | 3%
COC(=O)c1ccc(OCCOCCOc2cccc3ccc(C)nc23)cc1 | 3 | -20% | 0% | 7% | -4% | 22% | 7% | -1% | 10%
O=C(Nc1ccccc1C(=O)O)c1ccc2c(c1)C(=O)N(c1cccc([N+](=O)[O-])c1)C2=O | 0 | -21% | -12% | 9% | -1% | 17% | ? | -1% | 0%
O=C(NC(=S)N(CC1CCC1)CC1CCCO1)c1cccc([N+](=O)[O-])c1 (centres undefined) | -9 | -17% | 9% | -11% | i | -4% | 2% | 5% | 0%
Cc1c(NC(=O)c2cccnc2Cl)c(=O)n(-c2ccccc2)n1C | 7 | -13% | 0% | -3%[57.1 µM] | -10% | 32% | -3% | 1% | -6%[57.1 µM]
O=C(NC1CCCc2ccccc21)c1ccc(S(=O)(=O)N2CCOCC2)cc1 (centres undefined) | 5 | -15% | -14% | 19% | -1% | 12% | 0% | -3% | 0%

Looked up above:
Value for CCCCC(=O)N(c1ccc(OCC)cc1)C1C=CS(=O)(=O)C1 (centres undefined) under TrxR1 substrate: 6%
Value for Cc1ccc(C(=O)c2no[n+]([O-])c2C(=O)c2ccc(C)cc2)cc1 under Tb PGK inh: -7%

Continued.
SMILES | PI4K2A inh | USP1-UAF1 inh | mIDH1 inhibitor | TrxR1 inh | Tb PGK inh | HP1b chromo inh | Pin1 inhibitor | GLS inhibitor | TrxR1 substrate
CCc1ccccc1-n1cnc2cc(C(=O)NC3CCCCCC3)ccc21 | 2 | -17% | 10% | 12%[57.1 µM] | -3% | 10% | ? | -13% | 4%[57.1 µM]
CCOC(=O)c1ccc(CN(Cc2ccc(F)cc2)S(=O)(=O)c2ccc(F)c(C(=O)Nc3cc(Cl)ccc3OC)c2)cc1 | 2 | ? | 10% | 33%[57.1 µM] | -3% | 5% | -4% | 3% | 9%[57.1 µM]
CNc1ccccc(-c2ccc3ccccc3n2)c1=O | -7 | -18% | 8% | 7%[57.1 µM] | -7% | 47%[activator] | ? | -12% | -21%[57.1 µM]
Cc1ccc(C)c(NC(=S)NCC(c2cccnc2)N2CCOCC2)c1 (centres undefined) | -5 | -14% | 0% | -17% | i | 27% | 2% | -1% | 5%
COc1ccc(Nc2nc(N)c([N+](=O)[O-])c(NCc3ccccc3)n2)cc1 | 1 | -21% | 5% | 8% | 0% | 17% | -3% | 0% | -1%
